Bioassay records as filed in PubChem BioAssay.
TEAD-YAP block = TEAD-YAP interaction inhibition. HEK-TIYL cells, TEAD-Gal4/YAP UAS-luciferase luminescence. inhibition, % at 9.12 µM. 640,000 compounds, 1.4% hits. AID 1259422; in the data active = inhibition above about 32%;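 note: 0% = median of test compound wells and 100% = reference inhibitor wells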
GPR151 activ = activates the human receptor GPR151. AID 1508602. activation, % at 11.2 µM. PathHunter beta-arrestin GPR151 cells, luminescence. 650,000 compounds, 1% hits; in the data active = activation above about 4.9%;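 note: 0% = median of compound wells and 100% = cells with positive control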
Target sequence (Q8TDV0 whole entry, looked up): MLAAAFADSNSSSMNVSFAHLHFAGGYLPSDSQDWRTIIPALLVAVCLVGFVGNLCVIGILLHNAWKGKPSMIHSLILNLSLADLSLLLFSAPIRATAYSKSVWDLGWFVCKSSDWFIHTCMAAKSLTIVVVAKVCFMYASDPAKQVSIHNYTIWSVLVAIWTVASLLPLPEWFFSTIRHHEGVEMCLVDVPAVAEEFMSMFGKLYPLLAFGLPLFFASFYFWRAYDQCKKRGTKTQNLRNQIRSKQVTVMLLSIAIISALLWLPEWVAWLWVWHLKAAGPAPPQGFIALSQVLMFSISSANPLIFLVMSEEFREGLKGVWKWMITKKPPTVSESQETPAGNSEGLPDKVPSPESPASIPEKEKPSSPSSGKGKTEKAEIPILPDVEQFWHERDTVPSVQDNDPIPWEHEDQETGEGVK
FBW7 act = activators of human E3 ligase FBW7; Q969H0; AlphaScreen FBW7–phospho-cyclin E peptide binding, activator screen; normalized activity (activation), % at 26.1 µM; 650,000 compounds, 0.13% hits; AID 1259310; in the data active = normalized activity above about 1.9%;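 note: purified mutant Fbw7 with reduced substrate affinity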
Target sequence (Q969H0 whole entry, looked up): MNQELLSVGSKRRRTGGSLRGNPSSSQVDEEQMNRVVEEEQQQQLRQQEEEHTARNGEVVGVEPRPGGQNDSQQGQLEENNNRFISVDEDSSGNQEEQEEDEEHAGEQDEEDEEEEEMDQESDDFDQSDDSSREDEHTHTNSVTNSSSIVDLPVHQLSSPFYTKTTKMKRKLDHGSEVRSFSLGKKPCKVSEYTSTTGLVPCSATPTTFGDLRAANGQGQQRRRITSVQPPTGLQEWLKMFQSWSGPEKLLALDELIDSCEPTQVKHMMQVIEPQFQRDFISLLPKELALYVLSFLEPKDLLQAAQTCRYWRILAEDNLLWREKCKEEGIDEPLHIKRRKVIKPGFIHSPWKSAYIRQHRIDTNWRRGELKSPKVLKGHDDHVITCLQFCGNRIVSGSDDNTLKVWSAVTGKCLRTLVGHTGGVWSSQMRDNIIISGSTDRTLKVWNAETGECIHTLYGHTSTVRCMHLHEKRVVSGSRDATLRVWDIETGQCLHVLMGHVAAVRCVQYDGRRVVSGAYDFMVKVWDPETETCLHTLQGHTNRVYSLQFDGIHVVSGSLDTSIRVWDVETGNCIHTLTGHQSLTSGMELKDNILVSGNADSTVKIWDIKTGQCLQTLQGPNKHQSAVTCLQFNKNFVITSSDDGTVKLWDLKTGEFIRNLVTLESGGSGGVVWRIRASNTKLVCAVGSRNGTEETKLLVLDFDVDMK
MITF inh = inhibitors of human MITF; inhibition, % at 2.6 µM; AlphaScreen MITF homodimerization, bead proximity signal; O75030; 650,000 compounds, 0.91% hits; in the data active = inhibition above about 50%;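 note: 0% = vehicle wells with protein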
An asterisk follows results filed as active; nt = not tested or not shown.

SMILES | TEAD-YAP block | GPR151 activ | FBW7 act | MITF inh
O=c1c2sccc2n(Cc2cc(=O)n3ccccc3n2)c(=O)n1-c1ccccc1 | -7 | 0.6 | 0.2 | -2
Cc1cc2c(cc1C)NC(C(F)(F)F)=CC(c1cccs1)=N2 | -6 | 1.4 | 0.2 | -6
COc1cc(/C=C2/SC(=S)N(NC(=O)c3ccccc3)C2=O)ccc1O | 0 | -0.2 | -0.2 | 10
Cc1ccc(C(=O)N2CCC(c3nc(-c4ccncc4)no3)C2)cc1F (stereo not given) | 9 | 0.2 | -0.6 | 12
CCC1(C)CC(CC#N)(c2ccc(C)cc2)CCO1 (stereo not given) | 13 | -1.0 | -0.1 | 0
CCCNc1nc(-c2ccc(OC)nc2)nc2c1ncn2C1CCCCC1 | 6 | -0.4 | 0.0 | 1
COc1cc(-c2cc(C(=O)O)c3ccccc3n2)cc(OC)c1OC | -7 | 0.6 | 0.2 | 8
CC1CC(C)CN(S(=O)(=O)c2cccc(C(=O)Oc3ccc4c(c3)OCO4)c2)C1 (stereo not given) | 15 | -1.1 | 0.1 | -4
Cc1cc(C)cc(OCCOc2ccc(/C=C3/C(=N)N4N=C(CC(C)C)SC4=NC3=O)cc2)c1 | -4 | 0.4 | 0.0 | -1
O=C(Nc1ccc(C(F)(F)F)cc1)c1ccccc1[N+](=O)[O-] | -8 | -0.1 | -0.1 | -9
CC(C)Oc1ccccc1/C=C(\C#N)c1nc2ccccc2[nH]1 | -19 | -4.8 | 0.1 | 6
Cc1cc(NC(=O)CSC2=Nc3ccccc3C3=NC(C(C)C)C(=O)N23)n[nH]1 (stereo not given) | 5 | -1.3 | -0.1 | 8
CCOC(=O)N1CCN(S(=O)(=O)c2ccc(C(=O)Nc3nc(-c4ccc(OC)cc4)cs3)cc2)CC1 | 12 | 0.6 | 0.4 | -2
Cc1cc(Nc2ccc(N3CCOCC3)cc2)nc(Nc2ccncn2)n1 | -8 | 0.6 | -0.1 | 1
COc1ccc(OC)c(S(=O)(=O)ON2C(=O)c3cccc4cccc(c34)C2=O)c1 | 1 | -1.0 | -0.1 | 2
CN(C)S(=O)(=O)c1ccc(C(=O)NCC(=O)O)cc1 | 5 | -0.3 | -0.1 | 4
O=S(=O)(NCCNC/C=C/c1ccc(Br)cc1)c1cccc2cnccc12 | 5 | 0.5 | 0.2 | -12
O=C(COc1ccc2c(-c3ccccc3)cc(=O)oc2c1)c1ccccc1 | -18 | 0.9 | 0.2 | 12
Cc1ncc(CO)c(/C=N/N=C/c2c(O)ccc3ccccc23)c1O | 2 | -1.2 | 0.0 | -4
Cc1n[nH]c(C)c1CCc1nc2c3ccccc3nc(=S)n2[nH]1 | -8 | 1.5 | -0.3 | 1
COc1ccc(NC(=O)CC2Sc3ncnn3C2=O)cc1 (stereo not given) | -2 | 3.0 | 0.0 | 13
O=C(NCc1ccco1)c1ccc(-c2ccc3c(c2)OCO3)nc1NCc1cccnc1 | 9 | 0.7 | 0.2 | -2
Cc1ccc(-c2nnc(NCc3ccccc3)c3ccccc23)cc1S(=O)(=O)N1CCN(C)CC1 | 16 | -1.4 | 0.3 | 8
COc1ccc(/C=C/C(=O)NCc2ccccn2)cc1OC | 0 | 0.8 | -0.2 | -4
Nc1nnc(CC(=O)ON/N=C/c2ccc(-c3ccccc3[N+](=O)[O-])o2)s1 | -3 | -0.8 | -0.7 | 7
Cc1nc2c([nH]c3ccc(F)cc32)c(=O)n1N | -18 | -1.6 | 0.1 | 11
CCCNC(=S)Nc1nc2ccccc2s1 | -52 | 0.3 | -0.1 | 4
CC(Cc1ccco1)NC(=O)CSCc1ccccc1 (stereo not given) | -40 | 0.6 | -0.1 | -1
CCCCC1CC1C(=O)NNC(=O)Nc1ccccc1 (stereo not given) | 5 | -1.0 | -0.1 | -3
CC(C)CNS(=O)(=O)c1ccc(OCC(=O)Nc2ccc3c(c2)OCO3)c(Cl)c1 | 9 | -1.0 | 0.2 | 6
C=CCN1C(=O)CC(C(=O)OC)C12CCN(Cc1cc(OC)c(OC)cc1Cl)CC2 (stereo not given) | -2 | -0.1 | 0.1 | 4
O=C(O)c1ccc(N2CC3CC(C2)c2cccc(=O)n2C3)c(NC(=O)c2cc3ccccc3oc2=O)c1 (stereo not given) | 8 | -0.6 | 0.0 | 2
Cc1nc(NCc2ccccc2)c2c3c(sc2n1)CCCC3 | -7 | 2.2 | -0.1 | 0
CCC(C)NC(=O)CSc1nc2ccsc2c(=O)n1CCC(C)C (stereo not given) | -3 | -0.4 | 0.7 | 15
Cc1cc2c(N(C)CCc3ccccn3)ncnc2s1 | -76 | 0.7 | 0.1 | 16
Cc1cccc2nc(-c3ccncc3)c(NC3CCCCC3)n12 | -52 | 0.0 | 0.0 | 1
Cc1nnc(NC(=O)/C=C/c2ccc(F)cc2)s1 | -18 | 0.7 | -0.2 | -1
CC(NC(=O)c1sc(=S)n(CCc2ccccc2)c1N)c1ccccc1 (stereo not given) | 17 | 0.2 | -0.1 | 12
Cc1occc1C(=O)N/N=C/c1ccc(C(C)(C)C)cc1 | 23 | -7.2 | -0.1 | 17
CCCCN(C)C(=O)Nc1cn(C)c(=O)c2ccccc12 | 4 | 2.2 | 0.1 | 11
COc1ccccc1NC(=O)c1cc(C(=O)O)ccc1C(=O)O | 4 | -2.0 | -0.1 | -13
COc1cccc(C(NC(=O)c2ccccc2)c2ccc3cccnc3c2O)c1 (stereo not given) | 13 | -1.2 | -1.7 | 17
CCOc1ccccc1C(=O)Nc1ccc(S(=O)(=O)N2CCC(C)CC2)cc1 | -2 | 1.1 | 0.0 | 0
Cc1sc2nc(SCc3ccccc3)n(C)c(=O)c2c1C | 8 | 0.4 | -0.1 | 0
CC(NC(=O)c1cccnc1)C12CC3CC(CC(C3)C1)C2 (stereo not given) | -6 | 0.2 | 0.1 | -14
CCN(C(=O)COC(=O)c1cc(=O)[nH]c2ccccc12)C1CCS(=O)(=O)C1 (stereo not given) | -3 | -0.2 | -0.1 | -1
Cc1c(C(=O)Nc2nc3ccccc3s2)sc2ncn(CC(=O)N3CCOCC3)c(=O)c12 | 6 | -0.5 | -0.1 | -2
COc1cccc(C(=O)Nc2nc(-c3ccc(C)c(C)c3)cs2)c1OC | -7 | -0.7 | -0.1 | -18
CC1CCN(CCCNC(=O)c2ccc3c(c2)NC(=O)C(N2CCCC2)S3)CC1 (stereo not given) | -7 | 1.1 | 0.1 | -4
O=S(=O)(c1ccc(OCC(O)CN2CCOCC2)cc1)c1ccc(OCC(O)CN2CCOCC2)cc1 (stereo not given) | 2 | -0.2 | 0.0 | 8

The listing continues.
SMILES | TEAD-YAP block | GPR151 activ | FBW7 act | MITF inh
O=[N+]([O-])c1cc(N=Cc2ccccc2[N+](=O)[O-])ccc1Cl | 7 | 1.6 | 0.1 | 17
Cc1sc(NC(=O)CN(C(=O)NC2CCCCC2)C2CCCCC2)c(C(N)=O)c1C | -5 | -0.5 | 0.1 | -3
O=C(CN1NS(=O)(=O)c2ccccc2C1=O)NC12CC3CC(CC(C3)C1)C2 | 7 | -0.4 | 0.0 | -8
O=C(CSc1ccc2nnc(-c3cccnc3)n2n1)N1CCCCC1CCn1ccnc1 (stereo not given) | 0 | 7.7* | 0.7 | 31
OCCOc1ccc(CN2CCN(CCCc3ccccc3)C(CCO)C2)cc1 (stereo not given) | -5 | 0.0 | -0.1 | 1
Cc1ccc(NC(=O)Cn2c(=O)n(Cc3ccc(F)cc3)c(=O)c3cccnc32)cc1 | 9 | -1.0 | 0.2 | 5
COc1cccc(C2CC(=O)C3=C(C2)Nc2ccccc2N(C(=O)c2ccccc2)C3c2ccc(F)cc2)c1 (stereo not given) | -1 | 1.8 | 0.2 | 13
CSc1ccccc1NC(=O)c1ccccc1C | -9 | 0.8 | -0.1 | -13
Cc1nc(NCCO)c(C#N)c(C)c1[N+](=O)[O-] | -14 | -0.5 | 1.7 | 19
COc1ccc(CN2CCNC(=O)C2CC(=O)N2CCC(N3CCCC3)CC2)cc1OC (stereo not given) | -1 | 0.8 | 0.1 | -4
Cc1ccc(S(=O)(=O)N[C@@H]2COC(=O)C/C=C/[C@H](C)COC(=O)N[C@@H](C)C(=O)C/C=C/[C@H]2C)cc1 | nt | 3.2 | -0.1 | 1
COC(=O)CNC(=O)C12CC3(C)CC(C)(CC(C)(C3)C1)C2 | -9 | 0.0 | 0.0 | -9
CCOC(=O)c1c(NC(=O)c2ccc(S(=O)(=O)N3CC4(C)CC3CC(C)(C)C4)cc2)sc2c1CCN(CC)C2 (stereo not given) | 4 | -0.4 | 0.0 | -14
CCOC(=O)c1sc2nc(SCC(=O)c3ccc(Cl)cc3)n(Cc3cccs3)c(=O)c2c1C | 10 | 5.1* | 0.0 | -12
Cc1[nH]c(=O)c(-c2noc(C3COc4ccccc4O3)n2)cc1-c1ccncc1 (stereo not given) | -2 | -0.9 | 0.2 | -1
Cc1cccc(CCNS(=O)(=O)c2cnc[nH]2)c1 | 1 | -0.1 | -0.2 | 1
CC(C)c1onc(C(=O)N2CCN(c3ccc(F)cc3)CC2)c1[N+](=O)[O-] | 0 | -1.2 | -0.1 | 12
C#CCOc1ccc2c3c(c(=O)oc2c1)CCCC3 | 0 | -1.5 | -0.1 | 3
Cn1c(SCC(=O)N2CCc3ccccc32)nnc1-c1cc(Br)ccc1O | 6 | -0.5 | 0.4 | 14
Cc1ccc(-c2nc(C)c(CCNC(=O)C(C)(C)C)s2)cc1 | -81 | -1.0 | 0.0 | -10
CCCS(=O)(=O)Nc1nccnc1N1CCN(C(=O)Nc2cccc(OC)c2)CC1 | -11 | 0.1 | 0.4 | 22
C/C(CC(=O)NCC(C)C)=N\NC(=O)c1ccccc1Br | -22 | -0.1 | -0.1 | -2
O=C(CN(c1cccc([N+](=O)[O-])c1)S(=O)(=O)c1ccccc1)NC1CC1 | 4 | 0.6 | 0.0 | -3
COc1ccccc1-c1cc(C(=O)NCc2ccc(F)cc2)no1 | 6 | 0.0 | 0.0 | -1
COc1ccc(-n2nnnc2C2CCN(S(=O)(=O)c3ccccc3)CC2)cc1 | -3 | 0.8 | 0.0 | 9

Part of the list above, limited to GPR151 activ, TEAD-YAP block and MITF inh:
SMILES | GPR151 activ | TEAD-YAP block | MITF inh
CC(C)c1onc(C(=O)N2CCN(c3ccc(F)cc3)CC2)c1[N+](=O)[O-] | -1.2 | 0 | 12
C#CCOc1ccc2c3c(c(=O)oc2c1)CCCC3 | -1.5 | 0 | 3
Cn1c(SCC(=O)N2CCc3ccccc32)nnc1-c1cc(Br)ccc1O | -0.5 | 6 | 14
Cc1ccc(-c2nc(C)c(CCNC(=O)C(C)(C)C)s2)cc1 | -1.0 | -81 | -10
CCCS(=O)(=O)Nc1nccnc1N1CCN(C(=O)Nc2cccc(OC)c2)CC1 | 0.1 | -11 | 22
C/C(CC(=O)NCC(C)C)=N\NC(=O)c1ccccc1Br | -0.1 | -22 | -2

Carrying on:
SMILES | TEAD-YAP block | GPR151 activ | FBW7 act | MITF inh
CCOC(=O)C1CCN(C(C(=O)Nc2ccc(C)cc2)c2ccccc2)CC1 (stereo not given) | 10 | -1.1 | 1.2 | 12
Cc1ccc(N2C(=O)C3C4CCC(O4)C3C2=O)cc1 (stereo not given) | -5 | -1.3 | 0.1 | 22
COc1ccccc1N(C(=O)c1csnn1)C(C(=O)NC(C)(C)C)c1ccc(F)cc1 (stereo not given) | 2 | -0.3 | 0.1 | 4
O=C1N[C@H](Cc2ccccc2)C(=O)N2CCN(Cc3ccccc3Cl)C[C@H]12 | 8 | -1.9 | 0.6 | 16
Cc1coc(C)c1C(=O)CC1(O)C(=O)Nc2ccc(Br)cc21 (stereo not given) | 3 | 2.0 | 0.1 | 17
CCOC(=O)c1cccc(NC(=O)COC)c1 | 0 | 2.6 | 0.0 | 8
O=C(NCc1cccc(Cl)c1)C1CC2CCCN2C12C(=O)Nc1ccccc12 (stereo not given) | -8 | 0.0 | 0.3 | 13
Cc1cccn2c(=O)c3c(nc12)CCN(C(=O)c1c(F)cccc1F)C3 | -13 | 2.5 | 0.6 | 11
CCOc1ccc(/C=C2\C(=O)N(Cc3ccco3)C(C)=C2C(=O)OC)cc1 | -5 | 0.3 | -0.2 | -7
CSc1ccc2nc(NC(=O)c3ccc(N(C)C)cc3)sc2c1 | -11 | -0.1 | 0.0 | -10
CC(C)(C)c1ccc(S(=O)(=O)N(CCCN2CCOCC2)Cc2cccs2)cc1 | 8 | 1.9 | -0.1 | 42
Cc1c(N/N=C(\C#N)C(=O)c2ccc(Cl)cc2)c(=O)n(-c2ccccc2)n1C | 20 | 0.2 | -0.6 | 37
Cc1cccc(CNC(=O)CC2C(=O)NCCN2Cc2c(F)cccc2Cl)n1 (stereo not given) | 9 | 5.1* | 0.0 | -3
COc1ccc(C2(CNC(=O)c3cccc([N+](=O)[O-])c3)CCCCC2)cc1OC | -2 | 1.7 | -0.1 | 1
CC(=O)c1ccc(NCC(=O)NNC(=O)c2ccc(Br)cc2)cc1 | -48 | -1.3 | -0.2 | -4
CCOc1cccc(CN2CCC3(CCC(CNC(=O)C4CCCO4)O3)CC2)c1O (stereo not given) | 8 | 0.5 | 0.1 | -1

Shown with values under each structure: part of the list above
Under each structure – TEAD-YAP block, GPR151 activ, FBW7 act, MITF inh
> Cc1cccc(CNC(=O)CC2C(=O)NCCN2Cc2c(F)cccc2Cl)n1 (stereo not given)
    9, 5.1*, 0.0, -3
> CC(C)(C)c1ccc(S(=O)(=O)N(CCCN2CCOCC2)Cc2cccs2)cc1
    8, 1.9, -0.1, 42
> CC(=O)c1ccc(NCC(=O)NNC(=O)c2ccc(Br)cc2)cc1
    -48, -1.3, -0.2, -4
> O=C(NCc1cccc(Cl)c1)C1CC2CCCN2C12C(=O)Nc1ccccc12 (stereo not given)
    -8, 0.0, 0.3, 13
